# Source: PubChem (Sanford-Burnham Center for Chemical Genomics)
# CCR6 antagonist: CCR6 receptor antagonists, primary screen, cell-based, CHO-K1, luminescence, beta-arrestin, uHTS; CHO-K1 CCR6 PathHunter beta-arrestin, CCL20-stimulated; C-C chemokine receptor type 6 (Homo sapiens), P51684; hit rate 0.49% among 340,000; inhibition, % at 20 µM; AID 493098, 2011;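 active = compounds whose inhibition of the agonist-driven luminescence signal at 20 µM reaches about 50%, limit read from the data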;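 also: cells stimulated with CCL20 at 14 nM final; plate controls were DMSO with CCL20 for no effect and DMSO without agonist for full effect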
# CXCR6 inh: CXCR6 receptor inhibitors, primary screen, cell-based, beta-arrestin, luminescence, CHO-K1 PathHunter, 1536-well; C-X-C chemokine receptor type 6 (Homo sapiens), O00574; inhibition, % at 20 µM; hit rate 0.36% among 360,000; AID 602244, 2012; in the data active = inhibition above about 34%, passing the limit was not always enough;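 also: antagonist mode with CXCL16 agonist at 10 nM final; 0% = 10 nM CXCL16 with DMSO and 100% = unstimulated wells without agonist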
# ATG4B inhibitor: ATG4B protease inhibitors, primary screen, biochemical, fluorescence, uHTS. Cysteine protease ATG4B (Homo sapiens), Q9Y4P1. ATG4B cleavage of LC3-PLA2, NBD-HPC fluorescence, 1 h. inhibition, % at 8.33 µM. hit rate 0.51% among 340,000; in the data active = inhibition above about 40%
# Target sequence (Q9Y4P1 whole entry, looked up): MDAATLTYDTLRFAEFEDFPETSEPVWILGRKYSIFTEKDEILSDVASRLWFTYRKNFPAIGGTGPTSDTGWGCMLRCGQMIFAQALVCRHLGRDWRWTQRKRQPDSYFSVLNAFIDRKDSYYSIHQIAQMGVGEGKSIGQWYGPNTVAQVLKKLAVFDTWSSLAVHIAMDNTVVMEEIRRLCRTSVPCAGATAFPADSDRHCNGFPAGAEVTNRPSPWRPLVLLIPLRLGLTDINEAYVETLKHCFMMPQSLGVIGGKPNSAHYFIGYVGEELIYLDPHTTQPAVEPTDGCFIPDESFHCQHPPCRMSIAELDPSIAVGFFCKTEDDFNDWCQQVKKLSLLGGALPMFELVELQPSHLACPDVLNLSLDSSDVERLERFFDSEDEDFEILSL
# Gli-Sufu block: Gli-Sufu pathway antagonists, primary screen, luciferase luminescence, Sufu-KO-LIGHT cells, uHTS; AID 588413, 2011; inhibition, % at 5 µM; hit rate 0.74% among 340,000; Sufu-KO-LIGHT fibroblasts, Gli luciferase reporter luminescence;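 active = inhibition above about 55%, limit read from the data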;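 also: 0% = DMSO-treated cells and 100% = wells with medium but no cells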
# EBI2 block: EBI2 receptor antagonists, beta-arrestin recruitment, primary screen, cell-based, luminescence, 7a,25-OHC stimulation, uHTS; 7a,25-OHC stimulated; inhibition, % at 5 µM; hit rate 0.81% among 360,000; in the data active = inhibition above about 38%;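 also: enzyme fragment complementation signal reports receptor beta-arrestin coupling in cells; 0% = agonist plus DMSO wells and 100% = wells without agonist; some results beyond the cut were filed as inactive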
# Target sequence (P32249 whole entry, looked up, the tested form may be a part): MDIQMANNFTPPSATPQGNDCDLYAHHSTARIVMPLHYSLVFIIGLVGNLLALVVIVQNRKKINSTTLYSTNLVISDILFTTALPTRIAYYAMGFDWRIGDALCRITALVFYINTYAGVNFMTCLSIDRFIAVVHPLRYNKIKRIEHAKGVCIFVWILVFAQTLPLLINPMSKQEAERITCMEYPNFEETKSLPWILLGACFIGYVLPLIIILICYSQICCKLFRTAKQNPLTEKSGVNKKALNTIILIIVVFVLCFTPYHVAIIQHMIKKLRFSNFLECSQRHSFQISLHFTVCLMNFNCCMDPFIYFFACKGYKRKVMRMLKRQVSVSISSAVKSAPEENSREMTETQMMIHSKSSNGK
# APJ ag: agonists of human apelin receptor APJ, primary screen, CHO-K1 cells, PathHunter beta-arrestin, luminescence; hit rate 0.11% among 330,000; 0% DMSO wells, 100% apelin; activation, % at 20 µM; P35414;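 active = activation more than six SD over the plate average, tested at 20 µM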;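 also: 0% = DMSO alone and 100% = apelin-13 at 10 nM; some results filed as inactive read as strong as hits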
#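 Assay system: CHO-K1 APJ beta-arrestin complementation cell line / Compound: single test compound dose, 20 µM final, 1% DMSO / Times: overnight seeding, 90 min compound at 25 °C, 1 h detection / Technique: beta-gal luminescence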
# UBC13 inh: UBC13 polyubiquitin chain formation inhibitors, primary screen, biochemical, TR-FRET, uHTS. inhibition, % at 20 µM. Ubiquitin-conjugating enzyme E2 N (Homo sapiens), P61088. hit rate 0.47% among 330,000. AID 485273, 2010; in the data active = inhibition above about 45%, passing the limit was not always enough
# Target sequence (P61088 whole entry, looked up): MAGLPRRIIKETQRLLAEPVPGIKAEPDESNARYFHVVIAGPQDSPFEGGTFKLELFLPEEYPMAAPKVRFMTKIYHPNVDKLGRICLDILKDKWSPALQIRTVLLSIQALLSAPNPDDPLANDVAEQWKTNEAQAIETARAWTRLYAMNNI
# APJ antagonist: antagonists of human apelin receptor APJ, primary screen, CHO-K1 cells, beta-arrestin complementation, luminescence; P35414; inhibition, % at 20 µM; hit rate 0.32% among 330,000; AID 2521, 2010;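 active = inhibition above about 40% at 20 µM, limit read from the data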;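 also: cells challenged with 10 nM apelin-13 agonist together with compound; plate controls were apelin-13 plus DMSO wells for no effect and DMSO wells lacking apelin-13 for full effect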
# Starred values were filed as active, the others as inactive; · = no result given.
SMILES,CCR6 antagonist,CXCR6 inh,ATG4B inhibitor,Gli-Sufu block,EBI2 block,APJ ag,UBC13 inh,APJ antagonist
COc1ccccc1C/C(N)=N/OC(=O)c1ccc2c(c1)OCO2,-18.4,-29.7,1.2,1.9,-1.3,6.2,3.6,-19.1
Cc1ccc(N2/C(=N/c3nc(C)cc(C)n3)NC(=O)CC2C(=O)O)cc1 (stereo unspecified),-5.1,-0.9,-11.0,-2.2,-7.7,-0.9,2.9,15.7
O=C(O)Cc1sc(Nc2ccc(Cl)cc2)nc1-c1cccs1,0.1,·,14.0,-63.2,·,-3.6,-23.2,9.9
CCOCCCNC(=S)N1CCCN(c2nc3cc(C)cc(C)c3cc2C#N)CC1,14.3,4.4,-1.9,24.1,23.2,-3.9,-4.1,4.9
Cc1ccc2c(c1)C(c1ccccc1)N(C(=O)c1ccccc1[N+](=O)[O-])CC(=O)N2 (stereo unspecified),11.2,-1.2,-10.0,5.8,2.3,·,·,·
Cc1ccc(NC(=O)CN(c2ccccc2)S(=O)(=O)N(C)C)cc1,5.7,5.2,3.8,-11.1,1.0,-4.7,7.8,5.9
O=C(/C=C/c1ccc(Cl)cc1)N(Cc1cccs1)C1CCS(=O)(=O)C1 (stereo unspecified),12.3,-1.6,-17.7,-0.4,-2.3,-2.5,-11.3,7.2
COc1ccc2c(c1)CCc1c(C(=O)N3CCCc4ccccc43)noc1-2,8.7,0.4,27.9,-18.1,15.6,-1.4,10.4,1.2
CCOc1ccccc1NC(=O)N1CCC(NC(=O)c2ccccc2C)CC1,4.9,0.5,-10.7,14.9,1.0,4.6,8.0,3.7
O=C(O)c1n[nH]c2c1CC(C1CCCCC1)CC2 (stereo unspecified),-3.6,-2.8,6.2,-18.8,-2.5,-0.7,-18.0,-71.7
COc1ccc(-c2cc(-c3ccccc3O)[nH]n2)cc1OC,10.8,2.7,-34.4,-51.2,33.1,3.2,10.4,-0.2
NS(=O)(=O)c1ccc(NC(=O)CCc2ccccc2)cc1,5.8,2.1,1.7,6.6,-19.5,-3.1,5.6,-15.5
CC(C)CN1CCN(Cc2cc(F)ccc2-n2cccn2)CC1CCO (stereo unspecified),-6.5,-1.5,11.8,14.8,10.3,-3.5,9.0,0.5
Cc1cc(NC(=O)CN2C(=O)C3CC=CCC3C2=O)no1 (stereo unspecified),-1.8,-3.0,-12.7,-7.1,-11.7,-0.7,5.9,-12.4
CC1CC2(CCCC2)Nc2ccc(F)cc21 (stereo unspecified),9.2,-2.0,-5.8,4.2,2.7,-3.3,6.8,-10.4
N#Cc1ccccc1OCC(=O)OCC(=O)NCc1ccc2c(c1)OCO2,1.4,4.0,-1.5,0.2,4.9,-1.8,-4.5,-3.8
O=C(NNC(=O)c1ccc(F)cc1F)c1ccc2c(c1)OCO2,18.0,7.3,8.9,-31.8,-6.7,-3.4,-2.5,5.4
COc1cccc(-c2csc(N3CCN(C(=S)Nc4ccc(Cl)cc4)CC3)n2)c1,10.2,-0.6,-1.8,4.0,14.4,0.2,-5.3,3.3
CC(C)Sc1nc2c(cnn2-c2ccccc2)c(=O)[nH]1,3.0,1.1,-3.7,-7.8,-1.8,-2.7,-8.2,10.1
N/C(Cn1cncn1)=N\OC(=O)c1ccc(Cl)cc1,-10.2,-9.7,-0.3,24.5,-3.4,0.7,-14.7,-24.3
O=C(CCCn1cc([N+](=O)[O-])cn1)N1CCCCC1,1.2,-0.9,-4.6,-1.0,4.9,0.4,7.5,-14.3
O=C(CCc1ccccc1)N=C1SC2CS(=O)(=O)CC2N1c1ccccc1 (stereo unspecified),9.1,11.3,-0.3,10.2,4.8,0.8,3.3,20.6
CCC(Sc1nc2ccncc2[nH]1)C(=O)Nc1cc(Cl)ccc1C (stereo unspecified),-16.6,1.7,-12.7,3.5,-3.5,-1.9,4.8,-2.6
Cc1ccc(CN(C)C(=O)c2ccccc2NC(=O)c2ccccc2)o1,12.2,-2.5,0.8,-1.5,-4.7,3.4,2.8,-5.9
Cc1cc(C)c(NC(=O)CSc2ccc(-c3ccccn3)nn2)c(C)c1,1.3,-11.0,-8.2,1.1,5.8,-4.5,-20.2,14.3
CC1=C(C(=O)OC2CCCCC2)C(c2ccccc2Br)NC(=O)N1 (stereo unspecified),14.8,-4.6,3.3,-14.3,1.5,-3.7,11.8,-1.7
Cc1ccc(S(=O)(=O)O/N=C2/CCCc3occc32)cc1,2.4,2.9,0.7,1.1,2.7,6.7,-14.0,-36.4
O=C(OCC(=O)N1CCCCC1)c1cc(S(=O)(=O)N2CCOCC2)c(Cl)cc1Cl,-5.3,-4.5,-7.0,0.2,-4.5,-5.7,2.7,-5.6
CCCCn1c(=O)[nH]c(=O)c2c1nc(-c1ccccn1)n2CC,6.7,0.2,-0.1,-0.9,1.1,-3.0,-3.1,-13.7
Cc1ccc(CNC(=O)c2cc3c(C)nc4ccccc4c3o2)cc1,3.2,-0.8,-21.7,30.2,-1.2,-1.3,22.6,7.1
Nc1nc(COc2ccc(Cl)cc2)cs1,-10.9,1.3,-3.8,-56.2,18.8,-5.1,8.2,24.8
CS(=O)(=O)N1CCN(c2ccccc2NC(=O)c2cccs2)CC1,5.3,0.2,-4.2,-3.0,1.2,-3.4,-11.4,-33.6
Cn1c(C(=O)NCCCN2CCc3ccccc3C2)cc2c(=O)n(C)c3ccccc3c21,11.8,4.6,1.3,-1.9,1.5,-4.5,56.1*,-7.9
CC(=O)c1c(C)[nH]c(C(=O)Nc2ccc(F)cc2F)c1C,0.5,7.3,0.9,-15.9,3.3,-2.3,0.5,-11.3
O=C(Nc1cccc(-c2csc(-c3ccccc3)n2)c1)c1cccs1,3.2,-4.9,-4.2,-8.3,16.1,1.6,10.1,-0.4
Cc1cc(C(=O)NC2CCCCC2)on1,-13.5,5.7,2.5,12.4,-6.8,-2.4,0.4,-17.9
COCCCNC(=O)Cn1ccc(N)nc1=O,4.9,-5.1,14.6,-2.2,7.0,-2.1,3.3,-1.9
O=S(=O)(NCCc1ccncc1)c1cc(Br)ccc1F,-5.0,-4.4,0.6,-24.8,-0.7,7.3,-7.2,-8.1
COc1cc(OC)cc(-c2cc(N3C(=O)Nc4ccccc4N3O)n[nH]2)c1,12.2,-11.2,17.5,0.3,-2.9,0.9,0.2,16.9
c1ccc2c(c1)ncn2-c1ncnc2sc3c(c12)CCCC3,9.6,6.0,2.6,2.5,-6.1,1.0,2.7,9.5
Cc1ccc2[nH]c(=O)c(C(c3nnnn3C3CCCC3)N(Cc3cccnc3)Cc3ccco3)cc2c1 (stereo unspecified),2.3,5.0,-13.8,-0.8,28.4,-3.0,4.0,12.2
O=C(Cn1nnc2ccccc2c1=O)N1CCOCC1,1.3,-3.5,4.7,-6.6,-5.1,0.2,6.0,9.6
COc1ccc(N2CCN(C(=O)CCCSc3nc4ccccc4[nH]3)CC2)cc1,0.5,-10.6,-12.7,-0.2,2.2,-1.7,-8.8,-8.8
COc1ccc(C(CNC(=O)COc2ccc(Br)cc2F)N2CCCC2)cc1 (stereo unspecified),8.2,-4.8,-1.6,8.6,-0.6,-2.7,8.8,15.4
CC1N=C(N)C(c2nc3ccccc3n2C)=C1O (stereo unspecified),4.8,-5.7,-11.1,-1.6,-9.8,-0.9,-2.0,-2.3
C=CCN1C(=O)C2(NNc3ccccc3O2)c2ccccc21 (stereo unspecified),32.1,19.3,-4.8,-1.2,13.7,-2.7,-83.9,19.3
Cc1ccc(S(=O)(=O)Nc2cccc(S(=O)(=O)Nc3ccccc3C(=O)O)c2)c(C)c1,6.5,5.8,-3.9,-3.5,-3.0,-4.4,-18.1,4.5
CCN(C(=O)COC(=O)c1cc([N+](=O)[O-])ccc1N1CCOCC1)C1CCCCC1,5.8,1.2,-6.0,5.3,13.2,-1.9,-8.4,8.4
Cc1ncc([N+](=O)[O-])n1CC(=O)Nc1ccc(OC(F)(F)Cl)cc1,8.6,-3.0,-0.5,-3.5,13.0,-1.1,1.7,-5.4
CC1(C)C(C(=O)OCC(Cl)(Cl)Cl)N2C(=O)C(NC(=O)Cc3ccccc3)C2S1=O (stereo unspecified),-3.1,2.3,-6.8,11.3,3.4,-1.0,-10.4,-3.4
CCOC(=O)c1c(CSc2ccsc2)n(C)c2cc(Br)c(O)c(CN(C)C)c12,17.9,-0.9,-1.3,15.4,4.9,-2.9,3.2,-13.4
CC1(C)CC(=O)C2=C(C1)OC(N)=C(C#N)C2CCc1ccccc1 (stereo unspecified),7.6,0.4,0.6,4.2,-4.9,-3.7,-0.2,6.4
Cc1ccc(C)c2sc(NC(=O)c3ccc(N4C(=O)CCC4=O)cc3)nc12,-1.1,5.7,-11.2,-9.6,0.8,3.7,4.0,9.7
O=S1(=O)N=C2CCCCCN2C(c2ccccc2)N1 (stereo unspecified),-12.0,3.2,-2.9,-8.7,-1.6,-1.6,0.3,7.1
CCOc1ccccc1N1CCN(CC(=O)Nc2nnc(CC)s2)CC1,16.1,-3.3,-2.8,3.5,-4.5,-1.2,-15.1,-7.8
Cc1cc(C(=O)Nc2ccon2)ccc1[N+](=O)[O-],-6.0,0.5,-9.3,-2.7,-2.6,4.3,-0.9,16.1
COc1ccc(Cl)cc1NC(=O)c1cccc([N+](=O)[O-])c1O,32.6,12.0,-14.2,18.1,7.2,·,·,·
CCOC(=O)CSc1nc2ccccc2c(=O)n1-c1ccc(C)cn1,17.0,6.9,-4.0,1.7,1.4,-3.3,-3.3,33.9
Cn1c(=O)c2c(nc(NCC3CCCO3)n2Cc2cccc(Br)c2)n(C)c1=O (stereo unspecified),17.0,0.3,-6.7,8.3,1.1,-2.9,1.9,16.0
Cc1nc(Cc2nnc(SCC(=O)N3CCN(c4ccccc4)CC3)o2)cs1,7.8,1.3,-12.4,-4.0,-3.7,2.3,-0.6,3.3

# Reprinted from the part before: 4 compounds; new compounds follow.
SMILES,CCR6 antagonist,CXCR6 inh,ATG4B inhibitor,Gli-Sufu block,EBI2 block,APJ ag,UBC13 inh,APJ antagonist
COc1ccc(Cl)cc1NC(=O)c1cccc([N+](=O)[O-])c1O,32.6,12.0,-14.2,18.1,7.2,·,·,·
CCOC(=O)CSc1nc2ccccc2c(=O)n1-c1ccc(C)cn1,17.0,6.9,-4.0,1.7,1.4,-3.3,-3.3,33.9
Cn1c(=O)c2c(nc(NCC3CCCO3)n2Cc2cccc(Br)c2)n(C)c1=O (stereo unspecified),17.0,0.3,-6.7,8.3,1.1,-2.9,1.9,16.0
Cc1nc(Cc2nnc(SCC(=O)N3CCN(c4ccccc4)CC3)o2)cs1,7.8,1.3,-12.4,-4.0,-3.7,2.3,-0.6,3.3
CC(=O)Nc1ccc(NC(=O)Nc2cccc(Cl)c2)cc1,2.3,0.8,-5.6,-17.1,-3.7,2.3,9.6,10.4
COc1ccc(CNS(=O)(=O)c2ccc(-n3cnnn3)c(OC)c2)cc1,7.3,-13.0,-9.6,-8.8,13.3,-3.3,2.6,12.3
O=C(NC(=S)Nn1cnc2c(cnn2-c2ccccc2)c1=O)c1ccccc1,26.4,5.2,-4.4,3.0,2.6,-1.7,3.1,9.7
CCC(C)c1ccc(O)c(NC(=O)c2cccnc2)c1 (stereo unspecified),1.6,-4.4,2.8,1.8,-1.4,-6.8,-4.2,-9.1
Cc1ccc2c(O)c(C)c(=O)[nH]c2n1,-6.4,1.0,-0.4,2.8,7.0,-2.6,-3.5,-12.8
